HEK293 tox – cytotoxicity counter-screen for GLP-1 receptor inverse agonists; Potency, µM (doses to about 38.3 µM), for inactives: top-dose activity change, negative = inhibition, actives largely listed as inhibitors; AID 624418; 0.13% of 410,000 active; HEK293 cAMP-luciferase reporter cells, luminescence, 24 h;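 note: loss of luciferase light is scored as toxicity; potency is the fitted concentration of half-maximal effect; % is set by controls: 0 for no effect and ±100 for the full control effect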
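Luminescence readout: signal drop marks cytotoxicity. Plated cells grew 12 h at 37 °C, 5% CO2, received 23 nL compound for 24 h, then got luciferase reagent, read after 12 min at RT.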
pAkt inh – blocks phosphorylation of Akt | Neuro2A IGF-stimulated pAkt S473 HTRF, 20 min; stronger effect = lower value | activity change, % for hits at 50 µM | 0.32% of 360,000 active; in the data active = activity change below about -80%; inconclusive = mostly about -51% to -80%; note: % is set by controls: 0 for no effect and ±100 for the full control effect
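Neuro2A cells (4,500/well, DMEM with 0.5% FBS) were treated with compound at a single 50 µM final concentration, stimulated with 6 nM IGF for 20 min at 37 °C, and lysed. Phospho-Akt Ser473 was read by HTRF as 665/615 ratio ×10^4.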
PTHR1 ag – agonists of human PTHR1 parathyroid hormone receptor; 0.075% of 410,000 active; Potency, µM (top dose mostly 115 µM), for inactives: at the top dose activation, actives largely listed as activators; AID 743266; HEK293 GP2 PTHR1 cells, GloSensor cAMP luminescence, 1 h; Q03431; note: potency is the fitted concentration of half-maximal effect; nearly all actives have a fitted effect of over 55% in size; some results filed as inactive show a strong effect at the top dose; inactives centre near -15; many of its hits are not listed in these tables
Target sequence (Q03431 whole entry, looked up): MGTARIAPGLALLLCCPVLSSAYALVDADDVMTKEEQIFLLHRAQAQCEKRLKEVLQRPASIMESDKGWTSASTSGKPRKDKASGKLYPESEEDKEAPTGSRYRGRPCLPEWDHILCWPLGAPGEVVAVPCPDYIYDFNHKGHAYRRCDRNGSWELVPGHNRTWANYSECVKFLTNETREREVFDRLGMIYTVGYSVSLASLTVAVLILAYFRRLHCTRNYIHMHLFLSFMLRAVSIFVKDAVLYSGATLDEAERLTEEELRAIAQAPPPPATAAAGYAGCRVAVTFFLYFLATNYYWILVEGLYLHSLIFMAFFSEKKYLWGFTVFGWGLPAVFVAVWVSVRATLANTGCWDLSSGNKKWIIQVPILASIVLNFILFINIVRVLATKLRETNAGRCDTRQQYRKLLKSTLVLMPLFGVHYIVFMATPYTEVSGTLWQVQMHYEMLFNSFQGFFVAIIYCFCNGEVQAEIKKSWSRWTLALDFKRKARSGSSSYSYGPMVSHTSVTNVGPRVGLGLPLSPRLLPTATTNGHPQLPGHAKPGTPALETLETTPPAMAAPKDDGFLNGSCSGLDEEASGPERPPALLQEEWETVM
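HEK-293-derived GP2 cells expressing PTHR1 and a GloSensor cAMP reporter, 3,000/well, plated overnight, given luciferin plus IBMX (each 0.5 mM as added) for 1 h at 37 °C, then compound for 1 h at 37 °C. Luminescence was read after 15 min at room temperature.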
FUS yeast rescue – suppressors of FUS proteinopathy in yeast. S. cerevisiae FUS-expressing, growth rescue, OD600, 24 h. Potency, µM (top dose mostly 76.6 µM), for the others: at the top dose growth rescue (activation), most hits filed as activators. 0.24% of 390,000 active. AID 1347120;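 note: potency is the fitted concentration of half-maximal effect; plate controls were DMSO vehicle for no effect and reference control for full effect; nearly all actives have a fitted effect of over 55% in size; some results filed as inactive show a strong effect at the top dose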
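Yeast expressing FUS under galactose induction, OD 0.005 in 2% galactose medium; compounds in a dilution series, 24 h at 30C. Growth rescue by absorbance at 600 nm; CP55940 positive control, DMSO negative.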
aSyn yeast inh – alpha-synuclein toxicity inhibition in yeast | 0.14% of 370,000 active | Yeast expressing alpha-synuclein, growth rescue, BacTiter-Glo, 24 h | AID 652106 | Potency, µM (doses to about 46.1 µM), for the others: top-dose growth rescue (activation), usual class: activators; note: potency is the fitted concentration of half-maximal effect; % of control where 0% means no effect; nearly all actives have a fitted effect of over 65% in size
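Screening used galactose-induced yeast with toxic alpha-synuclein levels, exposed to compound for 24 hr at 30 deg C. Cell growth, read with BacTiter-Glo luminescence, gave the measured signal.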
Abeta rescue – A-beta toxicity reversal in yeast; yeast expressing A-beta42, growth rescue, OD600, 48 h; response scale: 0% DMSO, 100% iron-clioquinol control; Potency, µM (doses to about 46.1 µM), without a hit: at the highest dose growth rescue, actives largely listed as activators; 0.063% of 410,000 active; AID 1347071; note: potency is the fitted concentration of half-maximal effect; nearly all actives have a fitted effect of over 55% in size
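Yeast growth medium received pinned compounds, then yeast cells expressing toxic A-beta were added; plates incubated at 30 C for 48 hr. Growth read as absorbance at 600 nm, normalized to DMSO and equimolar FeCl3 plus clioquinol controls.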
Mm-Cpn inhibitor – blocks the Methanococcus maripaludis chaperonin Mm-Cpn; Potency, µM (doses to about 76.9 µM), inactives show at the highest dose activity, negative = inhibition, actives largely listed as inhibitors; purified Mm-Cpn ATPase, ADP Transcreener TR-FRET; AID 504842; 0.031% of 330,000 active; note: potency is the fitted concentration of half-maximal effect; % is set by controls: 0 for no effect and ±100 for the full control effect; nearly all actives have a fitted effect of over 80% in size
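Reaction buffer contained 30 mM Tris pH 7.4, 100 mM KCl, 5 mM MgCl2 and 1 mM DTT. Mm-CPN (25 nM final) hydrolysed 10 uM ATP over 30 min at 37°C; ADP was read by HTRF.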
GLP-1R inv ag – GLP-1 receptor (human) inverse agonism; P43220; HEK293 GLP-1R CRE-luciferase, luminescence, 24 h; GLP-1R form is constitutively active; Potency, µM (highest dose often 38.3 µM), for the others: top-dose activity change, negative = inhibition, actives largely listed as inhibitors; 1.6% of 410,000 active; AID 624417; note: potency is the fitted concentration of half-maximal effect; % is set by controls: 0 for no effect and ±100 for the full control effect; nearly all actives have a fitted effect of over 55% in size
Target sequence (P43220 whole entry, looked up): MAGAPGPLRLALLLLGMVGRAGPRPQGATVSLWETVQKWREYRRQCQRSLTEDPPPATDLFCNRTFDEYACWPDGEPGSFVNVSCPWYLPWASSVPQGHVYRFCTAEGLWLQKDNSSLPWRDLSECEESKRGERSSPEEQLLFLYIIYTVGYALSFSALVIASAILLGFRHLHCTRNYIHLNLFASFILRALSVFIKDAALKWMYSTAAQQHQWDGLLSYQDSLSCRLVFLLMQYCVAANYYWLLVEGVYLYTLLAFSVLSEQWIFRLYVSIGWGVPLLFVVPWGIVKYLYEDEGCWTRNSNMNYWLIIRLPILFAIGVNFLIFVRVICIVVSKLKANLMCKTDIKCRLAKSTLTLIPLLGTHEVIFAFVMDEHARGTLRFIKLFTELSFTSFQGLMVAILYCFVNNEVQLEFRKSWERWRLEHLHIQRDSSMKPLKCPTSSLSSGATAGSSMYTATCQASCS
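Assay principle: reduced luminescence from a cAMP-responsive reporter in HEK293 cells co-expressing a constitutively active GLP-1R. Conditions: 24 hr compound incubation, 37 deg C, 5% CO2.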
TDP-43 yeast inh – rescues yeast growth from TDP-43 toxicity | TDP-43 expressing yeast growth rescue, BacTiter-Glo, 24 h | Potency, µM (highest dose often 46.1 µM), inactives show at the top dose growth rescue (activation), actives largely listed as activators | 1.8% of 410,000 active; note: potency is the fitted concentration of half-maximal effect; % of control where 0% means no effect; nearly all actives have a fitted effect of over 50% in size
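Yeast cells expressing TDP-43 under galactose induction are exposed to compounds for 24 hr at 30 deg C. BacTiter-Glo luminescence measures growth, so protective compounds score as activators.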
Starred values were filed as active, the others as inactive; i = inactive; u = inconclusive; x = no result given; [ ] = remark or other dose. Unless noted, calls come from the whole dose curve; as a rule, active = well fitted curve in the direction sought with a large enough effect; inconclusive = small, poorly fitted or top-dose-only effect, or another doubt; inactive = no such curve, though single readings can be large; an effect the other way counts as inactive or inconclusive.

Molecule | HEK293 tox | pAkt inh | PTHR1 ag | FUS yeast rescue | aSyn yeast inh | Abeta rescue | Mm-Cpn inhibitor | GLP-1R inv ag | TDP-43 yeast inh
CCN(C(=O)COC(=O)/C=C/c1ccc(OC(F)F)c(OC)c1)C1CCS(=O)(=O)C1 (stereo not drawn) | -9% | i | -7% | x | -9% | -11% | 1% | -3% | 13%
Cc1nnc(NC(=O)CSc2nnc(Cc3cccn3C)n2C)s1 | 1% | i | -28% | 7% | -3% | 4% | 1% | -7% | 13%
Cc1ccc(CNC(=O)C2CCCCN2S(=O)(=O)c2ccc(F)cc2)cc1 (stereo not drawn) | 2% | x | -30% | 24% | x | -37% | x | u | 9%
CC1C(=O)Nc2ccccc2N1C(=O)c1ccc(O)cc1 (stereo not drawn) | -9% | i | -2% | -12% | 0% | -1% | 4% | 6% | -5%
CC(C)c1ccc(NC(=O)C2CC2c2ccccc2)cc1 (stereo not drawn) | -7% | i | -34% | 10% | -17% | 30% | 0% | u | 15%
CCN(CC)CCN(C(=O)c1ccc(C(C)=O)cc1)c1nc2ccc(Cl)cc2s1 | -4% | i | u | -6% | 13% | -14% | 0% | u | 7%
Cc1ccc(N=Cc2sccc2C)cc1C | -11% | i | i | x | 0% | 14% | -1% | 15% | 9%
O=C(c1ccc(C(F)(F)F)cc1)C1CCCN(C(=O)Cn2cnnn2)C1 (stereo not drawn) | u | i | i | 8% | 2% | 5% | 1% | -10% | -2%
COc1cc(NC(=O)Nc2ccc(Cl)c(Cl)c2)c(C(=O)O)cc1OC | -15% | i | -4% | 8% | 6% | 4% | 1% | 13% | -2%
O=C(NCCc1ccc(Cl)cc1)C1CCN(S(=O)(=O)N2CCC3(CC2)OCCO3)CC1 | -16% | i | -14% | -1% | 3% | 8% | 3% | 16% | -15%
COc1cc(-c2nnc(NC(=O)CCS(=O)(=O)c3ccc(F)cc3)o2)cc(OC)c1OC | -15% | i | u | x | -9% | -1% | 3% | 32% | 3%
CC(C)CCN(C(=O)c1ccc(N2CCCC2=O)cc1)c1c(N)n(Cc2ccccc2)c(=O)[nH]c1=O | 0% | i | i | -5% | 11% | -6% | 1% | 4% | 14%
CCOC(=O)c1cc2sccc2n1CC(=O)N1CCN(C(=O)c2ccco2)CC1 | 1% | i | i | -1% | 11% | -5% | 0% | 9% | -13%
CC(C)(CNC(=O)c1cc(-c2ccc(Cl)s2)nc2ccccc12)N1CCOCC1 | 3% | i | i | 2% | -1% | -3% | -3% | u | -4%
Cc1nn(CC(=O)N2CCOCC2)c(=O)c2ccccc12 | -11% | i | 11%[57.5 µM] | 25% | -5% | 2% | 3% | 4% | 10%
O=C(Cn1cnc([N+](=O)[O-])c1)c1ccc(Cl)cc1 | -20% | i | -24% | -25% | 0% | -71%[inhibitor] | -3% | 10% | 16µM*
COc1cccc(OCc2nc3ccccc3n2CCOc2ccccc2C)c1 | 1% | x | -29% | u | x | u | x | u | u
Cc1csc(NC(=O)C(C)Oc2ccc(Br)cc2)n1 (stereo not drawn) | -6% | i | -24% | 7% | -16% | -50%[inhibitor] | -2% | u | 35µM*
CC1CCCCC1NC(=O)CCS(=O)(=O)c1cc2c(cc1Cl)NC(=O)CO2 (stereo not drawn) | -3% | i | -8% | 2% | 0% | 11% | 0% | 10% | 4%
Cc1c(NS(=O)(=O)N2CCCC2)c(=O)n(-c2ccccc2)n1C | 3% | i | -2%[57.5 µM] | 21% | -4% | 2% | -13% | 6% | -7%

Additional structures follow:
Molecule | HEK293 tox | pAkt inh | PTHR1 ag | FUS yeast rescue | aSyn yeast inh | Abeta rescue | Mm-Cpn inhibitor | GLP-1R inv ag | TDP-43 yeast inh
CC1CC(C)CN(S(=O)(=O)c2cccc(C(=O)N3C(=O)c4cccc(N)c4C3=O)c2)C1 (stereo not drawn) | x | i | -32%[inhibitor] | 22% | 8% | 18% | -1% | -3% | 13%
COc1ccc(N2C(=O)C3CCCN3C2c2ccc(C)cc2)cc1Cl (stereo not drawn) | -5% | i | -3%[57.5 µM] | 56% | -7% | -20% | 1% | 5% | -4%
CSc1nc2c(c(=O)[nH]c(=O)n2C)n1C/C=C(\C)Cl | 0% | i | i | 14% | -16% | 6% | 1% | 83%[activator] | -7%
Cc1ccc(-n2cc(CNCCCn3ccnc3C)c(-c3ccc(F)cc3)n2)cc1 | -4%[0.307 µM] | i | i | 9% | 12% | 0% | 3% | 2%[0.307 µM] | 0%
O=c1[nH]c(CN2CCCCC2)nc2c1C1(CCCCC1)Cc1ccccc1-2 | -2% | i | i | -22% | -5% | 11% | -3% | 8% | 6%
Cc1ccc(NC2CCCN(C(=O)c3ccoc3C)C2)cc1C (stereo not drawn) | 4% | i | i | x | -14% | -2% | 0% | -12% | -2%
CC(Nc1nc(-c2ccc3c(c2)NC(=O)CO3)cs1)c1ccccc1 (stereo not drawn) | -24% | i | -24% | 42% | -8% | 21% | -19% | u | u
Cc1cc2ccccn2c1C(=O)c1cc([N+](=O)[O-])cc([N+](=O)[O-])c1 | 1% | i | i | -9% | 4% | -9% | -2% | u | 0%
Cc1ccc(-c2cn3c(n2)sc2cc(C(=O)NC4CCCCCC4)ccc23)cc1 | 4% | x | 15% | -11% | x | -25% | x | 5% | -2%
COc1ccc(CCNC(=O)CCc2ccc(S(=O)(=O)NC(C)C)cc2)cc1 | -9% | i | i | x | -2% | 0% | -1% | 19% | 25%
O=C(NCC1CCCN1S(=O)(=O)c1cccs1)C(=O)Nc1cccc(F)c1 (stereo not drawn) | -2% | i | -28% | 12% | 1% | -17% | -1% | -5% | 21%
Cc1c(Cl)cccc1N=c1c([N+](=O)[O-])nn(-c2ccccc2)n1O | -3% | i | -39% | 38% | -9% | -10% | 0% | 0% | -23%
O=c1[nH]c(=S)[nH]nc1Cc1ccc(Cl)c(Cl)c1 | 14% | i | -16% | 24% | 2% | 6% | 1% | 7% | u
Cn1c(=O)c2ncn(CC(=O)NC3CCCCCC3)c2n(C)c1=O | 9% | i | i | 13% | 4% | 8% | 2% | 1% | 2%
CC(C)c1ccccc1OCCNS(C)(=O)=O | -4% | i | i | 29% | 1% | 24% | 1% | 5% | 15%
CC(C)CNC(=O)C1(C)CCCN1C(=O)c1cncc(Br)c1 (stereo not drawn) | 0% | i | -20% | -15% | -3% | -19% | x | 7% | -8%
CC12C(=O)N(n3cnnc3)C(=O)C1C1C=CC2C1 (stereo not drawn) | 5% | i | i | 31% | -12% | -6% | 3% | -7% | -24%
O=C(Nc1ccc(Cl)cc1C(=O)N1CCOCC1)c1ccco1 | -3% | x | -5%[57.5 µM] | 24% | -7% | 3% | 0% | 7% | -19%
CCOc1ccc2[nH]c(C(=O)N/N=C/c3cc(OC)c(OC)c(OC)c3)cc2c1 | -28% | i | -9% | 35% | 1% | 0% | 2% | 48%[activator] | -2%
O=C(Nc1ccccc1)SC1CCCCC1 | 6% | i | -26% | x | -7% | 3% | x | 6% | u

Following part
Molecule | HEK293 tox | pAkt inh | PTHR1 ag | FUS yeast rescue | aSyn yeast inh | Abeta rescue | Mm-Cpn inhibitor | GLP-1R inv ag | TDP-43 yeast inh
COc1cc(C=Nc2c(C)cc(C)cc2C)ccc1OC(C)=O | -12% | i | -23% | x | 2% | 2% | 2% | 1% | -18%
O=C(Cc1cc(C(F)(F)F)cc(C(F)(F)F)c1)Nc1c(-c2ccccc2)[nH][nH]c1=O | 2% | i | i | u | -2% | 0% | x | -8% | 1%
O=C(NC(Cc1c[nH]c2ccccc12)C(=O)N1CCOCC1)c1cccs1 (stereo not drawn) | 0% | i | i | 10% | -1% | -10% | 3% | 1% | -14%[9.22 µM]
COc1ccc(NC(=O)c2cc([N+](=O)[O-])ccc2N2CCCC2)cc1 | -5%[7.66 µM] | i | i | -7% | 0% | 11% | 1% | -9%[7.66 µM] | 12%[9.22 µM]
CC(C)C(NS(=O)(=O)/C=C/c1ccccc1)C(=O)NCc1ccc(F)cc1 (stereo not drawn) | 4% | i | i | 15% | 12% | 1% | -3% | u | -11%
CCOc1ccc(C2Nc3ccccc3NC3=C2C(=O)CC(C)(C)C3)cc1OC (stereo not drawn) | 10% | i | -16% | 26% | 0% | -10% | 1% | -13% | u
Fc1ccc(Nc2nc(NCc3ccco3)c3ccccc3n2)cc1 | u | i | i | 1% | -5% | -54%[inhibitor] | 3% | 3.5µM* | u
Cc1ccc(NC(=O)COc2coc(CN3CCc4ccccc4C3)cc2=O)cc1Cl | -9% | i | -25% | -2% | 1% | 21% | -1% | -6% | -8%
O=[N+]([O-])c1ccccc1/C=C/C=N/N1CCCCC1 | 5% | i | -27% | -29% | 2% | -9% | 1% | -15% | 21%
COc1ccc(NC(=O)CC2Oc3ccccc3NC2=O)c(OC)c1 (stereo not drawn) | -5% | i | -3% | 0% | 0% | -5% | 1% | -13% | -1%
C[C@@H]1CN([C@@H](C)CO)C(=O)c2cc(C#CCN(C)C)cnc2O[C@H]1CN(C)Cc1ccc2c(c1)OCO2 | 1% | i | -23% | 0% | 1% | -1% | x | 14% | 9%
COC(=O)CCN(C(=O)c1cc(OC)c(OC)c(OC)c1)c1ccccn1 | -22% | i | -22%[57.5 µM] | -37% | -5% | 27% | 0% | 9% | -10%
CNC(=S)N/N=C/c1ccc(-c2cc([N+](=O)[O-])ccc2Cl)o1 | 1% | i | -4% | 20% | -10% | -4% | 1% | 6% | -12%
COC(=O)[C@@]1(Cc2ccc(OC)cc2)[C@H]2c3cc(C(=O)N4CCCC4)n(CCc4c[nH]c5ccccc45)c3C[C@H]2CN1C(=O)c1ccccc1 | -17% | i | -22% | u | u | -2% | x | u | 0%

High-throughput results as filed in PubChem BioAssay.

These rows are one share of the data. The share of hits here may be higher or lower than overall.
